FAK inh = blocks human focal adhesion kinase activity; Q05397; biochemical FAK kinase activity assay; inhibition, %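 (tested at 7 µM)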; actives 0.84% (n = 97,000); in the data active = inhibition above about 19%;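 note: 0% = DMSO and 100% = reference compound high control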
Target sequence (Q05397 whole entry, looked up): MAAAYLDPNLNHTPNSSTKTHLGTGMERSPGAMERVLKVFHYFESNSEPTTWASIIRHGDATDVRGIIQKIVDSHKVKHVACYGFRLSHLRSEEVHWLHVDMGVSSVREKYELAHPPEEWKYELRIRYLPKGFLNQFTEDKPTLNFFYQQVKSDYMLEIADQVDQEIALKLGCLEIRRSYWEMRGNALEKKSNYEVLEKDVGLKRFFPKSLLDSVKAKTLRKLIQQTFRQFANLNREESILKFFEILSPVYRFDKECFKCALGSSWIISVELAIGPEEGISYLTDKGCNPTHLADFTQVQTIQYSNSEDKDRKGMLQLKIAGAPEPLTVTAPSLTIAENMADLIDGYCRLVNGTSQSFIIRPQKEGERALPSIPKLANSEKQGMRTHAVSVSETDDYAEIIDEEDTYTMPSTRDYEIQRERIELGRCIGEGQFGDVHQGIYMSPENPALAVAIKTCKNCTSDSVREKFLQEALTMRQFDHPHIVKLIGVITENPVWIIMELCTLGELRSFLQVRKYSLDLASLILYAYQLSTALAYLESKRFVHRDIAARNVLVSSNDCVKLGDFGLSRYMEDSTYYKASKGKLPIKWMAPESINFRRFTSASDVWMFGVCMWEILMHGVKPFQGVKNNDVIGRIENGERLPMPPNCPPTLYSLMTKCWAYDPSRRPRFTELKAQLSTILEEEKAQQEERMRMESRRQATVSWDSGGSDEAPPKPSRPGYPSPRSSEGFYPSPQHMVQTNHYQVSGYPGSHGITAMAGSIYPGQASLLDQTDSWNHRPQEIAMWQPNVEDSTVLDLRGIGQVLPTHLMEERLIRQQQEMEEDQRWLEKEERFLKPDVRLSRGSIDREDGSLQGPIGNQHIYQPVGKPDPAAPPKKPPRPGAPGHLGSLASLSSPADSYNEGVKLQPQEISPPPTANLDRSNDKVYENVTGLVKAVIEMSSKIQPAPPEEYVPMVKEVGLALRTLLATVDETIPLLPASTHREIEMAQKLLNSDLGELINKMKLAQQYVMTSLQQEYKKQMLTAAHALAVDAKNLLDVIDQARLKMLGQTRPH
ERa SRC1 inh = ER-alpha (human) coactivator binding inhibition. TR-FRET ER-alpha LBD / SRC-1 peptide, estradiol-bound. inhibition, % at 25.6 µM. actives 1.7% (n = 86,000); in the data active = inhibition above about 50%;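 note: 0% = receptor plus peptide control and 100% = peptide only without receptor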
cytoskel mod = alters cytoskeleton assembly in HUVEC cells; HUVEC TNFa F-actin phalloidin imaging, high content; inhibition, % at 2 µM; actives 0.18% (n = 91,000);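 active = inhibition above the batch mean plus 3 SD and confirmed as a hit by visual image inspection, cut at about 30% in these data, passing the limit was not always enough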; note: strong numbers were not always called active
PTPN22 act = increases human PTPN22 phosphatase activity; Q9Y2R2; recombinant LYP, DiFMUP fluorescence; 0 = plate median, 100 = signal doubled; activation, % at 2 µM; actives 0.11% (n = 96,000); AID 697;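 active = activation at 2 µM above a set limit, the mean plus 5 SD, cut at about 37% in these data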
VCAM1 TNFa inh = reduces TNF alpha induced VCAM1 expression in HUVEC; HUVEC TNFa-induced VCAM-1 immunofluorescence, high-content imaging; AID 802; inhibition, % at 2 µM; actives 0.48% (n = 95,000);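 active = inhibition above the batch mean plus 3 SD, with images confirmed as a hit by eye, cut at about 37% in these data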;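 note: 0% = TNF-stimulated DMSO wells and 100% = unstimulated control wells; not every result past the cut was called active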
HUVEC tox IL1B = toxic to HUVEC cells under IL-1B stimulation | HUVEC cell count loss, Hoechst imaging, IL-1B stimulated | cell count reduction, % at 2 µM | actives 0.41% (n = 94,000);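 active = cell count reduction more than 3 SD above the screen-wide mean, cut at about 70% in these data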;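 note: normalized per plate to untreated control cells as the no-loss baseline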
HUVEC tox TNFa = toxic to HUVEC cells under TNF alpha stimulation | HUVEC TNFalpha-stimulated, Hoechst cell count, imaging | cell count reduction, % at 2 µM | actives 0.17% (n = 93,000) | AID 848;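 active = cell count reduction exceeding the screen mean by over 5 SD, scaled to untreated wells per plate, cut at about 78% in these data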;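 note: cells counted after 24 h of TNF alpha exposure following the 1 h pretreatment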
PTK2B oligo ant = blocks oligomerization of human Pyk2 in cells; Q14289; Q293 cells, Pyk2 FERM NanoBiT luminescence; stronger effect = lower value; z-score (the deposit names both 25 µM and 10 µM); actives 0.83% (n = 99,000);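 active = Z-score of -3 or lower, scaled per plate to the spread of control and sample wells; inactive = z-score above -3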;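 note: negative z-score means lost luminescence so less FERM oligomerization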
PTPN22 inh 2 = LYP (human) phosphatase inhibition; recombinant LYP catalytic domain, DiFMUP fluorescence; inhibition, % at 2 µM; actives 0.21% (n = 96,000);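 active = inhibition at 2 µM at or above a set limit, the screen mean plus 3 SD, cut at about 24% in these data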;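 note: 0% = DMSO with enzyme and 100% = enzyme fully blocked by orthovanadate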
Starred values were filed as active, the others as inactive; · = not tested or not shown; [ ] = another dose, or the depositor's remark.

| Compound | PTK2B oligo ant | HUVEC tox IL1B | VCAM1 TNFa inh | PTPN22 inh 2 | FAK inh | cytoskel mod | HUVEC tox TNFa | ERa SRC1 inh | PTPN22 act |
| --- | --- | --- | --- | --- | --- | --- | --- | --- | --- |
| N#CC1=C(N)OC2=C(C(=O)CCC2)C1c1ccsc1 (configuration not stated) | -0.06 | -25 | 11 | -7 | 3 | -18 | -14 | 8 | 5 |
| CCCCOc1ccc(-c2nnn(CC(=O)NCCc3c[nH]c4ccccc34)n2)cc1 | 0.02 | -28 | 13 | 11 | 2 | -49 | -4 | · | -8 |
| CCn1c(SCC(=O)c2ccc3ccccc3c2)nnc1-c1ccco1 | -0.64 | -95 | 20 | 0 | 2 | 2 | -8 | 3 | 3 |
| CC(C(=O)OCC(=O)Nc1ccc(S(=O)(=O)N2CCCCC2)cc1)N1C(=O)c2ccccc2C1=O (configuration not stated) | 0.78 | 3 | -3 | -6 | 0 | 4 | -22 | · | 9 |
| CCCCC(=O)Nc1sc(C(=O)N(CC)CC)c(C)c1C(=O)OC | -0.19 | -27 | 26 | 0 | 1 | 10 | -26 | 3 | 0 |
| CC(C)C(=O)N1CCC(CN=Cc2c(O)n(C3CCCCC3)c(=O)n(C3CCCCC3)c2=O)CC1 | -2.6 | -5 | -7 | -6 | -1 | -23 | -4 | 12[fluorescence artefact?] | 3 |
| O=C1N=C(N2CCCC2)S/C1=C\c1ccccc1 | -0.05 | -28 | -5 | -3 | 1 | 4 | -8 | -9 | 2 |
| COCCN1C(=O)c2ccccc2C(C(=O)NCc2ccco2)C1c1c[nH]c2ccccc12 (configuration not stated) | -0.71 | -16 | 8 | -4 | -2 | 3 | -15 | · | 3 |
| CC(C)Oc1ccc(C(=O)O)c(C(=O)O)c1 | 0.03 | -17 | 29 | 6 | 1 | -11 | 8 | 3 | -2 |
| CC(C)(C)C(=O)Nc1nc(C2CCCN2S(=O)(=O)c2ccc(Cl)cc2)cs1 (configuration not stated) | -0.66 | 7 | 6 | -1 | 1 | -2 | -17 | -8 | 3 |
| COc1cccc(-c2nc(CS(=O)(=O)CC(=O)NCCCOC(C)C)c(C)o2)c1 | 1.4 | 95* | 8 | -26 | 1 | 32 | -31 | -2[fluorescence artefact?] | 24 |
| CC1CCCN(C(=O)c2ccc(COc3ccccc3Br)cc2)C1 (configuration not stated) | -1.1 | 1 | 0 | 7 | -1 | 6 | -18 | · | -8 |
| CC(c1ccccc1)n1cc(C(=O)NCCCn2ccnc2)nn1 (configuration not stated) | 0.12 | -18 | 12 | 0 | 1 | -2 | 0 | -2 | -1 |
| CN(C)S(=O)(=O)c1cccc(C(=O)OCC(=O)Nc2sccc2C(N)=O)c1 | -2.7 | -4 | · | 2 | 10 | · | · | 22 | -3 |
| COc1ccc(N2CCN(Cc3nc4c(c(=O)[nH]c(=O)n4C)n3CCCc3ccccc3)CC2)cc1 | 0.51 | -21 | 4 | 8 | 0 | 2 | -32 | -4[fluorescence artefact?] | -8 |
| CCN(CCNC(=O)C1CCCN(Cc2nc(-c3ccc(OC)cc3)oc2C)C1)c1ccccc1 (configuration not stated) | -0.22 | -18 | -10 | 5 | 1 | 49 | -23 | -3 | -6 |
| COc1ccc([C@H]2[C@H](C(=O)C(C)(C)C)N3N=Cc4ccccc4C3[C@]23N=C(c2ccccc2)OC3=O)cc1 (some centres not stated) | 0.62 | -44 | 3 | -5 | -2 | 19 | -41 | 4 | 2 |
| CCOc1cc(C2/C(=C(/O)c3ccc(OC(C)C)cc3)C(=O)C(=O)N2CCCOC)ccc1O (configuration not stated) | 0.65 | -35 | -5 | 8 | -4 | 25 | -46 | -1 | -11 |
| COc1ccc(C(=O)N/N=C/c2ccc3cccc(OCc4ccccc4)c3n2)cc1 | -4* | 33 | -4 | 12 | 9 | -21 | 7 | · | -9 |
| CCOC(=O)c1[nH]c2ccc(Br)cc2c1NC(=O)CCN1CCN(C(=O)OCC)CC1 | 1.1 | · | 19 | 1 | 6 | -5 | 15 | 2[fluorescence artefact?] | -4 |
| Cc1cc(=O)oc2cc(OCC(=O)OCc3nnc(-c4ccccc4)o3)ccc12 | 0.67 | -1 | 6 | 0 | 5 | 0 | 12 | · | -2 |
| CCN(CC)CCCN1C(=O)C(O)=C(C(=O)c2ccco2)C1c1ccc(OC(C)C)cc1 (configuration not stated) | 0.36 | -14 | 6 | 1 | -1 | 23 | -52 | -4 | -4 |
| O=C(CSc1nccn1-c1ccc(Cl)cc1)NCc1ccc2c(c1)OCO2 | · | -5 | 1 | 0 | 0 | 9 | -27 | 9[fluorescence artefact?] | -3 |
| O=C1C=C(c2ccc(Cl)cc2)OC2(CCCC2)O1 | 0.39 | 28 | -4 | 11 | 6 | 8 | -13 | 12 | -9 |
| O=C(Cn1cncn1)N/N=C/c1c2ccccc2cc2ccccc12 | 0.23 | 18 | 0 | -10 | 1 | -35 | 6 | · | 14 |
| O=C(Oc1ccc2c(=O)c(Cl)coc2c1)c1cccnc1 | 2.1 | 6 | 14 | 1 | 2 | -12 | -13 | 4[fluorescence artefact?] | 1 |
| COc1ccc(CN(C(=O)c2ccco2)c2ccc(C)cc2)cc1OC | -0.88 | -46 | 0 | 2 | 2 | 19 | -38 | -4 | -1 |
| O=C(O)CCCCC1SCC2NC(=O)NC21 (configuration not stated) | · | 8 | 7 | -2 | 0 | 0 | 2 | 6 | 4 |
| CCOC(=O)c1c(C)nc(-c2ccccc2)nc1NC(=O)CC | -0.51 | -68 | -1 | 0 | 5 | -14 | -32 | -2 | -2 |
| C=CCCCCCCCCC(=O)NNC1=CC(=O)CC(C)(C)C1 | 2 | -8 | 7 | -3 | -4 | -20 | 2 | -2 | 6 |
| COC(=O)COc1ccc(S(=O)(=O)Nc2ccc(NC(C)=O)cc2)cc1 | -0.19 | -14 | -25 | -1 | -4 | 15 | -26 | -2 | -4 |
| O=C(NCCCCc1ccccc1)C12CN(Cc3ccccc3)CC1C(c1cccc([N+](=O)[O-])c1)=NO2 (configuration not stated) | · | -10 | 8 | 8 | 3 | -18 | -3 | · | -10 |
| Cc1ccc(NC(=O)C2CC(c3ccc(F)cc3)=NO2)cc1 (configuration not stated) | -0.03 | -23 | 0 | -2 | 2 | 56 | -17 | -3 | 0 |
| COc1ccc(-n2nnnc2SCc2nc3ccccc3s2)cc1 | 0.14 | -10 | 3 | 3 | -1 | 5 | -18 | 0 | -2 |
| CC(=O)N1CCN(c2ccc(NCc3ccc(C)cc3)cc2)CC1 | 0.26 | 19 | 6 | 2 | -4 | 33 | -16 | -3[fluorescence artefact?] | -5 |
| Cc1ccc(/C(N)=N/OC(=O)CCc2ccccc2)cc1 | 0.66 | 24 | -23 | 10 | 6 | -13 | · | · | -7 |
| O=C(Nc1cccc(Cl)c1)OCc1ccccn1 | 0.08 | -38 | 2 | 0 | 1 | -15 | 8 | -1 | 1 |
| CC(C)CCn1c(SCC(=O)OCn2nnc3ccccc3c2=O)nc2ccccc2c1=O | 0.13 | -2 | 10 | 2 | 1 | -19 | -22 | · | 0 |
| Cc1c(O)c(CN2CCCC2)cc2c1oc(=O)c1ccccc12 | -0.12 | 3 | 8 | -2 | 40* | 33 | -24 | 10[fluorescence artefact?] | -1 |
| COc1ccccc1N1CCN(C(=O)CSc2nc3ccccc3o2)CC1 | -0.27 | -17 | 11 | -4 | 2 | 4 | 4 | 29 | 3 |
| CSc1nnc(-c2ccccc2N=Cc2c(C)[nH]n(-c3ccc4ccccc4c3)c2=O)c(=O)[nH]1 | -1.1 | -14 | 21 | 17 | -4 | -8 | -2 | · | -14 |
| COC(=O)C1=C(C)NC(=O)CC1c1ccc(F)c(Br)c1 (configuration not stated) | -0.96 | -22 | 13 | -4 | 0 | 4 | -18 | -22 | -1 |
| COC(=O)c1cnn2c(C(F)(F)F)cc(-c3ccco3)nc12 | -0.75 | -42 | 7 | 11 | -1 | -8 | -8 | 62* | -11 |
| Cc1csc(NC(=O)c2cccn2C)n1 | 0.6 | -14 | -12 | -3 | -6 | 6 | -6 | -7 | 5 |
| CCCCn1c(CN2CCN(C(=O)OCC)CC2)nc2c1c(=O)[nH]c(=O)n2C | 0.77 | -29 | -7 | -6 | -1 | · | -45 | 3 | 5 |
| CCN(CC)C(=O)Nc1cnc2ccccc2c1 | 0.35 | -20 | 8 | 2 | 2 | 33 | -31 | -1 | -4 |
| CC1CCN(CCCNC(=O)c2n[nH]c(=O)c3ccccc23)CC1 | 1.2 | -157 | 6 | 0 | -1 | 31 | -28 | 2 | 0 |
| CCCCSc1nc2c(c(C(F)(F)F)c1C#N)CCC2 | -0.09 | -13 | -5 | 0 | 1 | -11 | -13 | -2 | 4 |
| COc1ccc(C2SCC(=O)N2c2c(C)n(C)n(-c3ccccc3)c2=O)cc1OC (configuration not stated) | 0.25 | 1 | -14 | 4 | -1 | 6 | -31 | -2 | -1 |
| CCOC(=O)N1CCN(Cc2nc(N)nc(Nc3ccccc3C)n2)CC1 | 0.18 | 5 | 15 | -4 | 0 | 28 | -7 | 3 | 7 |
| CCOC(=O)C(C)n1cnc2c(nnn2-c2ccc(OC)cc2)c1=O (configuration not stated) | -0.45 | -25 | -9 | 0 | 3 | 45 | -10 | -2 | -3 |
| CC(NC(=O)c1cccc(F)c1)C(c1cccs1)N1CCN(C)CC1 (configuration not stated) | 0.78 | 0 | -2 | -2 | 2 | 3 | -4 | -17 | -1 |
| Cc1c(O)ccc(-c2[nH]ncc2-c2nc3ccccc3s2)c1O | -1.2 | -9 | 1 | 11 | 0 | -4 | -25 | -3 | -10 |
| CC(NCc1cccn1C)c1ccccc1 (configuration not stated) | 0.92 | 9 | 3 | 16 | 7 | -14 | 2 | · | -13 |
| O=C(N1CCOCC1)N1CCN(c2ccc(F)cc2)CC1 | -0.09 | · | -1 | 4 | -1 | 3 | -20 | 7[fluorescence artefact?] | -4 |
| O=C(Nc1cccc(C(=O)O)c1)/C(=C\c1ccccc1)NC(=O)c1ccccc1Cl | 2.3 | -47 | -23 | -3 | -2 | -11 | -46 | · | 8 |
| CC(C)Sc1cc(N2CCOCC2)nc(-c2ccc(Cl)cc2)n1 | -0.8 | -87 | 8 | -5 | -1 | -29 | -9 | · | 7 |
| O=C(O)c1cc2nc3c(c(C(F)(F)F)n2n1)CCc1ccccc1-3 | 0.65 | 21 | 85* | -2 | -12 | -41 | 74 | 33[fluorescence artefact?] | 1 |
| Cn1cc(C(=O)c2ccc(F)cc2)cc1-c1nc2ccccc2n1C | -0.76 | -17 | 22 | 6 | 2 | -4 | 4 | -4 | -3 |
| CCOC(=O)C1C(=O)C=C(c2ccc(NS(C)(=O)=O)cc2)CC1c1ccco1 (configuration not stated) | -0.93 | -49 | 2 | -16 | 1 | 8 | -36 | 1 | 12 |

Going on with the list.
| Compound | PTK2B oligo ant | HUVEC tox IL1B | VCAM1 TNFa inh | PTPN22 inh 2 | FAK inh | cytoskel mod | HUVEC tox TNFa | ERa SRC1 inh | PTPN22 act |
| --- | --- | --- | --- | --- | --- | --- | --- | --- | --- |
| C/C(=C\C(=O)c1ccc(C)cc1)NCc1ccc(F)cc1 | -0.3 | -13 | · | 9 | -3 | · | · | · | -3 |
| O=C(Nc1ccc2oc(-c3ccccc3F)nc2c1)c1ncn[nH]1 | -0.95 | 5 | -26 | 6 | 3 | 12 | -40 | · | -10 |
| Cc1cc(C)n(-c2ccc(C(=O)Nc3cc(C(F)(F)F)ccc3N3CCOCC3)cc2)n1 | 0.78 | -12 | 14 | 3 | 1 | 19 | -26 | -3 | -6 |
| CNC(=O)c1cc2c(=O)n3cc(C)ccc3nc2n(C(C)C)c1=N | 0.99 | -21 | -5 | -6 | -2 | 20 | -22 | -5[fluorescence artefact?] | 2 |
| CCCCc1cc(=O)oc2cc(OCc3cc(OC)c(OC)c(OC)c3)c(Cl)cc12 | 2.2 | -30 | 11 | 5 | -2 | 0 | -19 | · | -1 |

Results in PTPN22 act and HUVEC tox IL1B (2 entries from above):
| structure | PTPN22 act | HUVEC tox IL1B |
| --- | --- | --- |
| CNC(=O)c1cc2c(=O)n3cc(C)ccc3nc2n(C(C)C)c1=N | 2 | -21 |
| CCCCc1cc(=O)oc2cc(OCc3cc(OC)c(OC)c(OC)c3)c(Cl)cc12 | -1 | -30 |
